# cardiac RTF act: increases calcium sensitivity of human cardiac regulated thin filaments; P19429+P45379; IANBD-labeled TnC RTF fluorescence at EC20 calcium; 0% EC20 calcium, 100% full calcium; activation, % at 7.2 µM; 0.24% of 340,000 active; AID 493008;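 active = activation above the mean over all tested compounds plus 3 SD, cut at about 30% in these data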;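 also: rise in fluorescence read as greater calcium sensitivity of cardiac thin filaments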
# RTF Ca sens inh: cardiac RTF calcium desensitization; 0.12% of 340,000 active; IANBD-labeled cardiac RTF, Ca2+ fluorescence; inhibition, % at 7.15 µM; P19429+P45379;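 active = inhibition above the mean inhibition of all tested compounds plus 3 SD, cut at about 17% in these data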;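 also: assay run at fixed EC70 calcium of 1.6 mM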
# Arr AP2 block: human beta-arrestin and AP2 interaction inhibition; 0.31% of 340,000 active; AID 504490; FITC-arrestin peptide / GST-AP2 beads, flow cytometry; AP2 beta2 appendage carries R879A mutation; inhibition, % at 10 µM;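 active = inhibition above a set limit, near 3 SD of compounds lacking own fluorescence, cut at about 54% in these data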;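 also: plate controls were DMSO wells for no effect and 5 µM unlabelled arrestin peptide for full effect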
#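 Material – AP2 appendage R879A on GSH beads · Buffer or medium – PBS with 0.05% Tween 20 and 0.1% BSA · Probe or stimulus – fluorescein-tagged arrestin peptide at 50 nM final · Incubation – compound with beads 12 min RT, then probe 1 h RT · Detection – high-throughput flow cytometry of beads, ex 488, em 535 nm · Evaluation – percent response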
# OPRM1-OPRD1 ag: agonists of human mu-delta opioid receptor heterodimerization. cells, OPRM1-OPRD1 heterodimerization, luminescence. 0.3% of 340,000 active. activation, % at 9.3 µM; in the data active = activation above about 18%;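 also: 0% = vehicle-treated cells and 100% = reference agonist; values of inactives mirror those of a sister screen read the other way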
# Wnt act: activators of Wnt/beta-catenin signaling; Wnt/beta-catenin reporter cell assay, activator, plate reader; activation, % at 9.35 µM; 1.2% of 300,000 active; AID 743398; in the data active = activation above about 30%, passing the limit was not always enough; inconclusive = no clear call, values can overlap the other calls;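 also: 0% = neutral control wells and 100% = positive control wells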
# Keap1 Nrf2 FP: inhibitors of human Keap1-Nrf2 protein-protein interaction; Q14145; Keap1 Kelch-Nrf2 peptide fluorescence polarization, 1536-well; inhibition, % at 9.4 µM; 0.15% of 340,000 active; AID 504523; in the data active = inhibition above about 12%; inconclusive = no clear call, values can overlap the other calls; inactive = below about 7.3%;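 also: human Keap1 Kelch domain with fluorescein labeled Nrf2 9mer peptide probe; 0% = neutral control wells and 100% = peptide positive control; higher means more block of Keap1 binding to Nrf2 peptide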
# DSG3 Ab inh: inhibitors of pemphigus antibody binding to human desmoglein-3; DSG3-coupled beads, scFv-anti-DSG3-GFP binding, flow cytometry; stronger effect = lower value; binding (percent of control), % at 10 µM; 0.48% of 310,000 active; P32926;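 active = binding more than 3 SD below its plate's average and above zero; inconclusive = below that plate limit but binding exactly zero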;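 also: hits lower antibody fragment binding to DSG3; some compounds called inactive have numbers as strong as hits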
# Target sequence (P32926 whole entry, looked up, the tested form may be a part): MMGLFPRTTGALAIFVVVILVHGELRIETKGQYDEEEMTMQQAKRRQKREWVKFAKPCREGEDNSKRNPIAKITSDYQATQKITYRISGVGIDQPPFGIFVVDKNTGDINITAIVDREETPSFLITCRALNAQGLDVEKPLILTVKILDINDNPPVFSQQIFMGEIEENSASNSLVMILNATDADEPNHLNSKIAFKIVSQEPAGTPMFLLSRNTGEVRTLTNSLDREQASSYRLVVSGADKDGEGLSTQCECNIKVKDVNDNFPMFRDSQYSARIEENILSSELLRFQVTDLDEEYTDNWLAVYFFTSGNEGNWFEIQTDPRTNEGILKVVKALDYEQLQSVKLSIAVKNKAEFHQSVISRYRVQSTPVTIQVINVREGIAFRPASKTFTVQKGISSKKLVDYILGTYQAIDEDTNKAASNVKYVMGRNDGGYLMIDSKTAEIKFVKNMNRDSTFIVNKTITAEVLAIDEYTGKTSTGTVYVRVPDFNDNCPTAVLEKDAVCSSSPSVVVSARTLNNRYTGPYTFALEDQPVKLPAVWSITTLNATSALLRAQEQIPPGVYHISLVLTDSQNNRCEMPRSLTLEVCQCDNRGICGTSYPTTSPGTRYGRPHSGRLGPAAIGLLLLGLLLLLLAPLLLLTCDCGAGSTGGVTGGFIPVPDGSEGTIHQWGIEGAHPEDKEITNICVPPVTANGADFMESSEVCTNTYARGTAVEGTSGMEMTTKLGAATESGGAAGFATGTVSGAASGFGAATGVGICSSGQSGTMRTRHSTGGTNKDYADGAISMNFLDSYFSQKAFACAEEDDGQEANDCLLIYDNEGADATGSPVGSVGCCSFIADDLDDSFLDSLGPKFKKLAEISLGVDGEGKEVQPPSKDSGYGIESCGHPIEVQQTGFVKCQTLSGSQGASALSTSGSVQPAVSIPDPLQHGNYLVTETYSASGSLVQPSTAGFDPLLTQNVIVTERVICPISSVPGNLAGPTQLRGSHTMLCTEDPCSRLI
# MOR-DOR inv ag: mu-delta opioid heterodimer inverse agonism; P35372+P41143; inhibition, % at 9.3 µM; 0.21% of 340,000 active; cell-based MOR-DOR heterodimer luminescence; in the data active = inhibition above about 22%, passing the limit was not always enough;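 also: 0% = cells with DMSO and 100% = wells without cells with DMSO; values of inactives mirror those of a sister screen read the other way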
# LANA DNA inh: KSHV C-LANA DNA binding inhibition. inhibition, % at 9 µM. MBP-C-LANA/FAM-LBS DNA binding, fluorescence polarization. 0.078% of 340,000 active;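 active = highest replicate inhibition at or above 60% at 9 µM, even if other replicates fall short; inactive = all replicates below 60% inhibition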;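 also: 0% = neutral control wells and 100% = 4 µM acridine orange control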
# V-ATPase pHluor: yeast V-ATPase proton transport regulation by pHLuorin. S. cerevisiae, pHLuorin cytosolic pH fluorescence. response, % at 10 µM. 0.37% of 350,000 active. AID 504577; in the data active = response mostly above about 7.3%, no sharp cut-off; inactive = mostly below about 5.4%; also: actives read high; inactives centre near 0; some compounds called inactive have numbers as strong as hits; reference of the scale not given here
# Numbers without * were called inactive; u = inconclusive; x = no result given; & = joins results of further samples. Rows are unselected; any-hit rate near 3.1%.
SMILES,cardiac RTF act,RTF Ca sens inh,Arr AP2 block,OPRM1-OPRD1 ag,Wnt act,Keap1 Nrf2 FP,DSG3 Ab inh,MOR-DOR inv ag,LANA DNA inh,V-ATPase pHluor
Cc1cc(C)nc(SCc2nnc(SCC(=O)Nc3nccs3)n2C)n1,-3,3,-2,-2.9,-1,1,101,12,-0.9,-16
O=C(Nc1cccnc1Cl)c1cc2c(s1)-c1ccccc1OC2,-3,2,18,1.4,0,-2,102,-7,-0.9,5
CSc1ccc(-c2nc(CSCC(=O)N3CCOCC3)c(C)o2)cc1,2,-7,-2,-1.2,18&-1,-5,104,6,-1.6,4
CCc1ccccc1NC(=O)CSc1ncn[nH]1,-4,3,5,-1.2,7,-3,98,7,-0.7,2
COC(=O)Nc1ccc([N+](=O)[O-])cc1OC,2,-5,8,-0.8,-11,-4,100,5,-1.8,-2
COc1ccc(S(=O)(=O)NCCc2csc(C)n2)cc1C,4,-5,14,-2.1,x,-4,112,12,-0.1,-2
COCCNC(=O)c1cccc(OC2CCN(Cc3ccc(Cl)c(F)c3)CC2)c1,3,-8,12,-1.0,-1,4,117,5,-4.8,-3
CN(C)c1ccc(NC(=O)CN2CCN(c3ccc(F)cc3)CC2)cc1,-3,-3,1,-1.5,-2,6,108,8,0.2,3
CC(C)n1cc(C(=O)N2CCCC(Nc3ccc(F)c(F)c3)C2)cn1 (stereo not drawn),-2,-4,35,-3.4,1,-2,102,18,-0.5,4
CCOc1ccc(Cc2nc(C)c(CC(=O)N3CCCCC3)c(=O)[nH]2)cc1,9,-1,0,-2.8,x,-6,97,15,-2.6,-1
O=C1C2C3C=CC(CC3)C2C(=O)N1/N=C/c1c(O)ccc2ccccc12 (stereo not drawn),-2,3,15,-0.4,-2,1,90,2,1.3,7.5*
CC(=O)NC(=O)c1cnn(-c2ccccc2)c1N,6,1,45,0.2,3,0,118,-1,-0.6,2
COc1cc(S(=O)(=O)N(Cc2ccccn2)Cc2ccco2)ccc1-n1cnnn1,-3,6,-5,0.3,1,-3,98,-2,-0.8,-2
O=C(Nc1ccc(-c2cnco2)cc1)c1ccc(Cl)cc1,x,x,7,x,-4,x,106,x,x,3
Cc1cccc(-n2ncc3c(NCCCn4ccnc4)ncnc32)c1,-2,-5,8,0.3,-3,4,101,-2,-1.6,4
COc1ccc(OCC(=O)Nc2ccc3c(c2)nc(CCN2CCCCC2)n3C)cc1,2,-8,-18,-1.4,-2,4,100,8,-0.6,-3
CCc1ccc2nc(Nc3ncc(C(C)=O)c(C)n3)nc(C)c2c1,8,-6,6,-1.2,3,-1,x,6,1.5,0
Cc1cccc(C)c1Nc1nnc(SCC(=O)NC2CCS(=O)(=O)C2)s1 (stereo not drawn),2,0,-13,0.0,x,-6,106,0,0.5,1
O=C(NNC(=O)C1CC(=O)N(Cc2ccccc2)C1)c1ccc(F)cc1 (stereo not drawn),3,-3,-5,-0.3,1,4,96,2,-0.7,0
Cc1cccc(NC(=O)[C@@H]2CCCN2C(=O)OC(C)(C)C)c1,0,14,20,0.0,-2,2,98,0,-0.9,2
CCc1cccc(CC)c1NC(=O)COC(=O)c1ccc(F)c(S(=O)(=O)N(CC)CC)c1,4,-23,12,3.8,x,-4,95,-20,0.4,1
Cc1nc2sc3c(c2c(=O)n1/N=C/c1ccco1)CCCC3,-2,-3,-1,0.8,x,5,96,-5,0.0,0
CCC1(c2ccccc2)NC(=O)N(CC(=O)NC2CCCCCC2)C1=O (stereo not drawn),-1,-12,-8,-1.3,8,0,x,5,0.2,1
Cc1cccc(C(=O)N2CCC(=O)N(C(COCc3ccc(Cl)cc3)Cc3ccccc3)CC2)c1 (stereo not drawn),0,6,8,2.4,1,-5,94,-13,-0.1,2
COc1ccccc1OCCn1cc(/C=C(\C#N)C(=O)NCc2cccs2)c2ccccc21,0,6,37,-0.8,-2,-3,103,3,-0.3,-1

# Next section.
SMILES,cardiac RTF act,RTF Ca sens inh,Arr AP2 block,OPRM1-OPRD1 ag,Wnt act,Keap1 Nrf2 FP,DSG3 Ab inh,MOR-DOR inv ag,LANA DNA inh,V-ATPase pHluor
COc1ccc2[nH]c(=O)c(CN(Cc3ccc4c(c3)OCO4)C(C)=O)cc2c1,0,-11,2,3.1,x,3,92,-18,-0.6,2
CCN(CC(=O)Nc1c(F)cccc1F)C(=O)CSCc1c(C)noc1C,0,-18,-21,-0.2,-2,-1,97,1,-0.5,6
Cc1ccc2oc(-c3ccccc3)nc2c1,4,7,-6,-1.3,x,-4,107,8,0.4,-2
O=C(CSc1nc2ccccc2c(=O)n1Cc1ccco1)c1ccccc1,3,-2,-5,-0.9,x,-8,88,5,1.2,3
O=C(CSCC(=O)Nc1nc(-c2ccc3c(c2)OCO3)cs1)Nc1nccs1,0,-1,5,1.8,24,-1,109,-10,-0.5,1
COc1ccccc1C(=O)NC(C)c1ccccc1 (stereo not drawn),1,1,3,-2.1,x,-7,110,12,-1.2,-2
O=C(CCN1C(=O)C2CC=CCC2C1=O)Nc1ccc(S(=O)(=O)N2CCCCC2)cc1 (stereo not drawn),-2,-4,-6,-1.1,-3,1,98,7,-1.8,0
S=C(NCc1ccc(Cl)cc1Cl)Nc1ccccc1,-7,-9,3,8.7,-2,-8,96,-52,1.4,4
Cc1nc(-c2ccc(C(F)(F)F)cc2)sc1C(=O)NN,6,-2,20,0.0,9,3,106,0,-2.8,-5
CCOC(=O)c1sc(NC(=O)Nc2ccccc2)cc1C,6,-4,-1,6.1,u,-3,104,-33,1.4,1
CC(=O)NC1CCC(=O)C=C1c1ccccc1 (stereo not drawn),5,5,24,-3.0,-5,0,100,13,9.1,1
S=c1[nH]nc(C2CCCCC2)n1/N=C/c1ccc(Br)cc1,-4,-14,16,5.3,-1,0,105,-25,-7.4,-5
COc1ccc(CCNC(=O)CSc2nc3[nH]ncc3c(=O)n2-c2ccc(Cl)cc2Cl)cc1OC,1,-8,-3,-1.4,-2,0,99,7,0.5,-1
O=C(C1CCN(S(=O)(=O)c2cccc3nonc23)CC1)N1CCCCC1,4,-10,-12,-3.3,0,-3,104,18,0.4,4
COc1ccc(CNC(=S)Nc2ccc(-c3ccccc3)cc2)cc1,4,1,9,3.1,-1,1,122,-15,0.4,-1
Cc1cc(NC(=O)c2cccc(S(=O)(=O)Nc3cccc(C(=O)O)c3)c2)no1,-1,-3,7,-1.6,0,-5,x,9,0.6,5
CCc1nc2scc(-c3ccccc3)c2c(=O)n1N,-1,-3,-2,-1.2,x,-2,102,6,2.0,-3
Cc1ccc(S(=O)(=O)NCCCCCC(=O)Nc2ccccc2C)cc1,18,-15,11,1.8,0,-7,83,-9,0.8,-2
Cc1ccccc1NC(=S)N/N=C/C(C)c1ccccc1 (stereo not drawn),2,-9,-8,0.6,-2,-9,110,-3,1.2,2
CC(C)CNC(=S)N1CCC(NC(=O)c2ccco2)CC1,1,-8,-4,0.4,-2,-3,95,-2,0.1,3
CC(C)(C)NC(=O)c1cccc(NC(=O)CSc2ccccc2)c1,2,1,21,-1.1,x,-2,110,7,-1.1,2
COc1ccc(C(N)=S)cc1,2,6,-9,-3.7,1,3,96,22,0.7,0
COc1ccc(OC)c(C(=O)c2c(C)oc3cc(Br)c(O)c(CN(C)C)c23)c1,x,x,44,x,3,x,101,x,x,-88
C/C(=N\n1c(C)cc(C)c(C#N)c1=O)c1cccs1,-4,7,26,-2.1,0,1,99,12,2.1,4
COc1ccc(C)cc1S(=O)(=O)N1CCN(C(=O)c2ncoc2-c2ccccc2C)CC1,-5,-3,5,-1.1,-3,2,x,8,-0.7,2

# Just cardiac RTF act and Keap1 Nrf2 FP, for 2 of the compounds above:
SMILES | cardiac RTF act | Keap1 Nrf2 FP
CC(=O)NC1CCC(=O)C=C1c1ccccc1 (stereo not drawn) | 5 | 0
S=c1[nH]nc(C2CCCCC2)n1/N=C/c1ccc(Br)cc1 | -4 | 0

# (listing goes on)
SMILES,cardiac RTF act,RTF Ca sens inh,Arr AP2 block,OPRM1-OPRD1 ag,Wnt act,Keap1 Nrf2 FP,DSG3 Ab inh,MOR-DOR inv ag,LANA DNA inh,V-ATPase pHluor
CC(=O)Nc1ccc(-c2csc(N/N=C(/C)c3ccccc3)n2)cc1,-8,5,47,9.3,1,-1,111,-47,0.5,0
O=C(O)CCCCCNCc1ccncc1,-2,1,0,-2.1,0,-5,99,11,0.2,4
O=C(O)c1cc(-c2ccc(O)cc2)on1,-3,-11,-4,-3.2,-2,-6,103,15,-2.0,1
CCCc1c(C(=O)N/N=C/c2ccco2)nnn1-c1nonc1N,-4,-4,2,-1.9,-4,-6,101,10,0.0,1
O/N=C(\c1ccc(Cl)cc1)c1cc2ccccc2o1,-18,5,-3,6.3,-1,-4,125,-37,1.2,9
C=C(C)CSc1nnc([C@H](CCSC)NC(=O)OC(C)(C)C)o1,3,-7,0,-3.8,x,-2,x,16,1.1,6
O=C(c1cc(-c2ccc(Cl)cc2)on1)N1CCc2ccccc2C1,-4,-7,7,-1.4,-2,1,x,9,-0.6,-1
CCn1c(-c2ccc(N)cc2)nc2ccccc21,6,-4,4,-1.2,12,-7,106,6,-0.1,-5
C[C@@H](NS(=O)(=O)c1cc(Cl)ccc1F)[C@H](O)c1ccccc1,1,1,33,-2.5,0,3,96,12,-2.7,0
O=C(Nc1cc(Cl)cc(Cl)c1)C(c1ccccc1)N1CCCCC1 (stereo not drawn),7,4,26,9.7,x,0,131,-54,2.5,-2
Cc1cc(C(=O)N/N=C/c2ccc(-c3cccc(Br)c3)o2)n[nH]1,x,x,-16,x,-4,x,95,x,x,3
CNc1nc(OC)nc(N(C#N)CN2C(=O)c3ccccc3S2(=O)=O)n1,-1,-11,42,-1.8,-2,-6,96,10,-0.1,-3
COc1ccc(N(CC2CO2)S(=O)(=O)c2ccc(C)cc2)cc1 (stereo not drawn),0,-7,0,1.1,-2,-4,x,-7,0.1,0
CCc1cc(=O)oc2c3c(cc(OCC(=O)NC4CC4)c12)OC(C)(C)CC3,6,-7,0,-2.2,-1,-2,104,11,-0.3,2
CCCCC(NS(=O)(=O)c1ccc(OC)cc1)C(=O)O (stereo not drawn),1,-5,4,-1.6,-4,4,x,8,-0.1,-2
CN(C(=O)CSc1nnnn1-c1ccc(O)cc1)C1CCS(=O)(=O)C1 (stereo not drawn),2,-4,9,-2.2,2,-4,97,11,-1.0,-2
COc1ccc(C(=O)Cn2ccsc2=NC(C)=O)cc1,-4,1,4,-3.7,-3,0,83,18,-0.9,-2
COCCNC(=S)N/N=C/c1ccc(-c2ccc([N+](=O)[O-])cc2)o1,12,-26,-2,8.4,-2,-6,117,-43,-0.4,-4
C#CCOCCOCCOCCNc1nc(N2CCN(C(=O)CCCCCCCCCCNC(=O)[C@@H](CCC(=O)O)n3cc(CCCCCN)nn3)CC2)nc(N2CCN(C(=O)CCCCCCCCCCNC(=O)[C@@H](CCC(=O)O)n3cc(CCCCCN)nn3)CC2)n1,1,-3,2,-3.5,-1,-10,97,16,-0.2,1
